High-throughput results: PubChem BioAssay, Broad Institute
U2OS ROS induce – ROS inducers in U2OS cancer cells, primary screen, cell-based, H2DCF-DA fluorescence | AID 624156, 2012 | 46,000 tested, 2% active | U2OS ROS induction | ROS induction (% of piperlongumine), % at 10 µM; in the data active = ROS induction above about 79%, passing the limit was not always enough; inconclusive = no clear call, values can overlap the other calls;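 also: 0% = DMSO vehicle median and 100% = reference compound median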
Numbers without * were called inactive; ? = inconclusive.

SMILES	U2OS ROS induce
C[C@@H]1CN([C@H](C)CO)C(=O)c2cc(NC(=O)Cn3cnnn3)ccc2O[C@H]1CN(C)S(=O)(=O)c1ccc(Cl)cc1	1
COc1ccc(S(=O)(=O)Nc2ccc3c(c2)C(=O)N([C@H](C)CO)C[C@@H](C)[C@H](CN(C)CC2CCCCC2)O3)cc1	-1
C[C@H]1CN([C@@H](C)CO)C(=O)c2cc(NS(=O)(=O)c3ccccc3)ccc2O[C@@H]1CN(C)Cc1ccc(C(=O)Nc2ccccc2N)cc1	11
CCN(CC)C(=S)CSc1nc(-c2ccccc2)cc(-c2ccco2)c1C#N	58
CC(=O)Nc1nc(C23CC4CC(CC(C4)C2)C3)cs1	6
Cc1ccc(S(=O)(=O)N(C)C[C@@H]2OCCCC[C@@H](C)Oc3ccc(NC(=O)c4ccccc4)cc3C(=O)N([C@H](C)CO)C[C@@H]2C)cc1	?
Cc1ccc(S(=O)(=O)Nc2cccc3c2O[C@@H](CN(C)Cc2ccccc2)[C@@H](C)CN([C@H](C)CO)C3=O)cc1	2
Cc1ccc(S(=O)(=O)N(C)C[C@H]2Oc3ccc(NC(=O)Nc4cccc5ccccc45)cc3C(=O)N([C@@H](C)CO)C[C@H]2C)cc1	1

Two entries from above, as labelled records.
Cc1ccc(S(=O)(=O)N(C)C[C@H]2Oc3ccc(NC(=O)Nc4cccc5ccccc45)cc3C(=O)N([C@@H](C)CO)C[C@H]2C)cc1
  U2OS ROS induce: 1
CC(=O)Nc1nc(C23CC4CC(CC(C4)C2)C3)cs1
  U2OS ROS induce: 6

(next part)
SMILES	U2OS ROS induce
Cc1ccc(NC(=O)CSC2CC(=O)N(c3ccc(F)cc3)C2=O)cc1Cl (stereo unspecified)	-7
Cn1c(=O)[nH]c(=O)c2c1ncn2CC(=O)NCc1ccco1	-3
CC(C)c1ccc(NC(=O)NCC2CCCO2)cc1 (stereo unspecified)	-8
Cc1cc(C(=O)Nc2cccc3c2O[C@H](CN(C)Cc2ccc(C(=O)O)cc2)[C@H](C)CN([C@H](C)CO)C3=O)n(C)n1	-5
C[C@@H]1CN([C@@H](C)CO)C(=O)c2cccc(NS(=O)(=O)c3cccs3)c2O[C@@H]1CN(C)C	-15
C[C@@H]1CCCCO[C@@H](CN(C)Cc2ccncc2)[C@@H](C)CN([C@H](C)CO)C(=O)c2cc(NC(=O)Cc3ccccc3)ccc2O1	5
C[C@@H]1CN([C@@H](C)CO)C(=O)c2cc(NS(=O)(=O)c3cn(C)cn3)ccc2O[C@H]1CN(C)S(C)(=O)=O	-9
CCCN(C)C[C@H]1OCCCC[C@@H](C)Oc2ccc(NC(=O)C3CCCCC3)cc2C(=O)N([C@H](C)CO)C[C@@H]1C	1
CC(C)C(C(=O)O)N1C(=O)/C(=C/c2ccc(Br)cc2)SC1=S (stereo unspecified)	-6
Cc1ccc(S(=O)(=O)N(C)C[C@H]2Oc3c(NS(C)(=O)=O)cccc3C(=O)N([C@H](C)CO)C[C@@H]2C)cc1	6
C=C[C@@]1(C)CCC2=C(C1)C(=O)CC1[C@](C)(C(=O)O)CCC[C@]21C (stereo partly specified)	4
COc1ccc(S(=O)(=O)N(C)CC(=O)N2CCOCC2)cc1OC	-1
CCOC(=O)c1c(CSc2cccc3cccnc23)nc2c3ccccc3ccn12	31
C[C@@H]1CN([C@H](C)CO)C(=O)Cc2cc(NS(=O)(=O)c3ccccc3)ccc2O[C@H]1CN(C)Cc1ccc(Cl)c(Cl)c1	30
C[C@H](CO)N1C[C@H](C)[C@@H](CN(C)Cc2ccc(Cl)c(Cl)c2)Oc2ccc(NC(=O)CCCN(C)C)cc2C1=O	37
C[C@H]1CN([C@@H](C)CO)C(=O)c2cc(NS(=O)(=O)c3ccccc3)ccc2O[C@H]1CN(C)S(=O)(=O)c1cn(C)cn1	5
C[C@H]1CN([C@@H](C)CO)C(=O)c2cccc(NS(=O)(=O)c3ccc(Cl)cc3)c2O[C@H]1CN(C)CC1CCCCC1	-2
CCOC(=O)CC1C(=O)NCCN1C(=O)c1sc2ccccc2c1Cl (stereo unspecified)	-4
CCCS(=O)(=O)/C(C#N)=C/c1sccc1Oc1ccccc1	10
COc1cc2c(cc1OC)C(C)N(C(=O)Nc1ccccc1)CC2 (stereo unspecified)	3
COc1ccc(NC(=O)N(C)C[C@H]2Oc3ccc(N(C)C)cc3C(=O)N([C@H](C)CO)C[C@H]2C)cc1	-13
CSc1cccc(NC(=O)CN(C)S(=O)(=O)c2cnc[nH]2)c1	-1
O=C(Nc1cccs1)Nc1nnc(C2CC2)s1	-1
Cc1ccc(N2CCN(C(=O)c3cnn4c(C)c(Cc5ccccc5Cl)c(C)nc34)CC2C)cc1 (stereo unspecified)	0
C[C@H](CO)N1C[C@H](C)[C@@H](CN(C)Cc2ccncc2)Oc2c(NS(C)(=O)=O)cccc2C1=O	-8
C[C@H](CO)N1C[C@H](C)[C@@H](CN(C)S(=O)(=O)c2ccc(F)cc2)Oc2c(NC(=O)c3nc4ccccc4s3)cccc2C1=O	30
Cn1c(=O)c2c(ncn2CC(=O)NCc2ccccc2Cl)n(C)c1=O	-4
Cc1ccc(S(=O)(=O)N(C)C[C@@H]2Oc3ccc(NS(=O)(=O)c4c(C)noc4C)cc3CC(=O)N([C@@H](C)CO)C[C@@H]2C)cc1	6
Cc1cccc(OCC(=O)Nc2cccc(-c3nc4ccccc4s3)c2)c1	20
Cc1ccc(NC(=O)CC2NCCNC2=O)cc1C (stereo unspecified)	5
COC(=O)Nc1nc2ccc(SC(C)C)cc2[nH]1	7
Cc1ccc(C(O)c2cccnc2)o1 (stereo unspecified)	-3
C[C@@H]1CCCCO[C@H](CN(C)C(=O)Nc2ccc3c(c2)OCO3)[C@@H](C)CN([C@H](C)CO)C(=O)c2cc(NS(=O)(=O)c3ccc(F)cc3)ccc2O1	4
Cc1cccc(NC(=O)CN2c3cccc4cccc(c34)S2(=O)=O)c1	4
C[C@H]1CN([C@@H](C)CO)C(=O)c2cccc(NC(=O)C3CCCCC3)c2O[C@@H]1CN(C)Cc1ccccc1	61
CC(C)c1ncc2c(n1)-c1cc(Cl)ccc1SC2	1
C[C@@H]1CN([C@@H](C)CO)C(=O)c2cc(NS(=O)(=O)c3ccc(Cl)cc3)ccc2O[C@@H]1CN(C)CC1CCCCC1	4
Cc1cc(C=C2C(=O)OC(C)(C)OC2=O)c(C)n1-c1ccc(I)cc1	4
C[C@H]1CN([C@@H](C)CO)C(=O)c2cc(NS(C)(=O)=O)ccc2O[C@@H]1CN(C)S(=O)(=O)c1cn(C)cn1	-7
C[C@H]1CN([C@@H](C)CO)C(=O)Cc2cc(NC(=O)Cc3cn(C)c4ccccc34)ccc2O[C@@H]1CN(C)C(=O)Nc1ccccc1	5
C[C@H]1CN([C@@H](C)CO)C(=O)CCCn2cc(nn2)CO[C@@H]1CN(C)S(=O)(=O)c1ccc(F)cc1	-4
C[C@H]1CN([C@@H](C)CO)C(=O)CCCn2nncc2CO[C@H]1CN(C)Cc1ccc(C(=O)O)cc1	-2
CC(O)CCCc1cc(O)cc(O[C@@H]2O[C@H](CO)[C@@H](O)[C@H](O)[C@H]2O)c1 (stereo partly specified)	-1
O=C1Nc2ccccc2C(O)(C(=O)N2CCCCC2)N1c1ccccc1 (stereo unspecified)	7
Cc1nnc(NC(=O)CSc2nnc(Cc3cccn3C)n2-c2ccc(F)cc2)s1	5
C[C@H]1CN([C@@H](C)CO)C(=O)c2cccc(NC(=O)Nc3cccc4ccccc34)c2O[C@H]1CN(C)Cc1ccc(C(=O)O)cc1	-11
CNC[C@@H]1Oc2c(NC(=O)c3cnccn3)cccc2C(=O)N([C@H](C)CO)C[C@H]1C	-6
COc1ccccc1C(=O)N/C(N)=N/c1nc2ccccc2o1	2
CCc1ccc(NC(=O)c2ccc3c(=O)n4c(nc3c2)CCCCC4)cc1	50
C[C@H](CO)N1C[C@H](C)[C@@H](CN(C)C(=O)Nc2ccccc2)Oc2c(NC(=O)Nc3cccc4ccccc34)cccc2C1=O	-3
N#CC(C(=O)C(F)(F)F)c1nc2ccccc2[nH]1 (stereo unspecified)	-10
COc1ccc(N(CC(=O)Nc2ccc(I)cc2)S(C)(=O)=O)c(OC)c1	6
O=C(CS(=O)c1ccccc1[N+](=O)[O-])Oc1ccc(Cl)cc1Cl (stereo unspecified)	64
C[C@@H]1CN([C@H](C)CO)C(=O)Cc2cc(NS(=O)(=O)c3cccs3)ccc2O[C@@H]1CN(C)Cc1ccncc1	-4
COc1ccc(-c2coc3cc(O[C@@H]4O[C@H](CO)[C@@H](O)[C@H](O)[C@H]4O)cc(O)c3c2=O)cc1	7
COc1cc(C)c(C(=O)Oc2cc(C)c(C(=O)Oc3cc(C)c(C(=O)NC(C)C(=O)O)c(O)c3)c(O[C@@H]3O[C@H](CO)[C@@H](O)[C@H](O)[C@H]3OC(C)=O)c2)c(OC)c1 (stereo partly specified)	-6

(listing goes on)
SMILES	U2OS ROS induce
C[C@@H]1O[C@@H](O[C@H]2[C@H](OC(=O)[C@]34CCC(C)(C)C[C@H]3C3=CCC5[C@@]6(C)C[C@H](O)[C@H](O[C@@H]7O[C@H](C(=O)O)[C@@H](O)[C@H](O)[C@H]7O)[C@@](C)(CO)C6[C@H](O)C[C@@]5(C)[C@]3(C)C[C@H]4O)O[C@@H](CO)[C@@H]2O)[C@H](O)[C@H](O)[C@H]1O[C@@H]1OC[C@@H](O)[C@H](O[C@H]2OC[C@](O)(CO)[C@H]2O)[C@H]1O (stereo partly specified)	-27
C[C@H]1CN([C@@H](C)CO)C(=O)CCCn2cc(nn2)CO[C@@H]1CN(C)C(=O)c1ccc2ccn(C)c2c1	33
C[C@@H]1CN([C@@H](C)CO)C(=O)CCCn2nncc2CO[C@@H]1CN(C)C(=O)CCC(F)(F)F	-2
Cc1ccc(-c2nc3cc(NC(=O)COc4ccccc4[N+](=O)[O-])ccc3o2)cc1	-7
COC(=O)c1ccc2c(=O)n(-c3ccc(F)c(Cl)c3)c(SCC(=O)C(C)(C)C)nc2c1	53
O=C(O)CC(C(=O)Nc1ccc(Cl)cc1)N1CCCCC1 (stereo unspecified)	6
CC(C)(C)c1ccc(-c2nnc(SCC(=O)Nc3ccccc3)n2-c2ccccc2)cc1	5
CS(=O)(=O)N1CCN(c2ccccc2NC(=O)c2ccco2)CC1	6

Single values from the results shown.
In U2OS ROS induce, N#CC(C(=O)C(F)(F)F)c1nc2ccccc2[nH]1 (stereo unspecified) is listed with -10
In U2OS ROS induce, Cc1ccc(C(O)c2cccnc2)o1 (stereo unspecified) is listed with -3
In U2OS ROS induce, COc1cc2c(cc1OC)C(C)N(C(=O)Nc1ccccc1)CC2 (stereo unspecified) is listed with 3
In U2OS ROS induce, Cn1c(=O)[nH]c(=O)c2c1ncn2CC(=O)NCc1ccco1 is listed with -3

The listing picks up, starting 3 compounds before the break.
SMILES	U2OS ROS induce
O=C(O)CC(C(=O)Nc1ccc(Cl)cc1)N1CCCCC1 (stereo unspecified)	6
CC(C)(C)c1ccc(-c2nnc(SCC(=O)Nc3ccccc3)n2-c2ccccc2)cc1	5
CS(=O)(=O)N1CCN(c2ccccc2NC(=O)c2ccco2)CC1	6
NC(=O)C1(N2CCCCC2)CCN(CC(=O)Nc2ccc(Oc3ccccc3)cc2)CC1	14
Cc1noc(C)c1NC(=O)N(C)C[C@@H]1Oc2c(NC(=O)NC3CCCCC3)cccc2C(=O)N([C@H](C)CO)C[C@@H]1C	1
C[C@H]1CN([C@@H](C)CO)C(=O)CCCn2cc(nn2)CO[C@@H]1CN(C)S(=O)(=O)c1ccccc1C#N	-8
O=C(Nc1ccccc1)C(F)(F)F	6
C[C@@H]1CN([C@H](C)CO)C(=O)Cc2cc(NC(=O)Cn3cnnn3)ccc2O[C@H]1CN(C)Cc1ccccc1	-11
C[C@@H]1CCCCO[C@H](CN(C)C(=O)Nc2ccc3c(c2)OCO3)[C@@H](C)CN([C@H](C)CO)C(=O)c2cc(NS(C)(=O)=O)ccc2O1	4
Cc1ccc(Nc2nc(N)nc(CN3CCN(C(c4ccccc4)c4ccccc4)CC3)n2)cc1	40
C[C@@H]1CN([C@@H](C)CO)C(=O)CCCn2cc(nn2)CO[C@H]1CN(C)Cc1cccc(C(F)(F)F)c1	26
O=C(CCCCCCC(=O)Nc1ccccc1O)N/N=C/c1cccc(O)c1O	2
CC(C)NC(=O)Nc1cccc2c1O[C@@H](CN(C)S(=O)(=O)c1cn(C)cn1)[C@@H](C)CN([C@H](C)CO)C2=O	-4
Cc1noc(C)c1NC(=O)N(C)C[C@H]1Oc2c(NS(=O)(=O)c3ccccc3)cccc2C(=O)N([C@H](C)CO)C[C@@H]1C	-15
Cn1c(SCCCN2C(=O)c3cccc4cccc(c34)C2=O)nnc1-c1ccncc1	15
CCOC(=O)c1sc(NC(=S)N2CCN(c3ncccn3)CC2)c(C(=O)OCC)c1C	-1
C[C@@H]1CCCCO[C@H](CN(C)Cc2ccc(C(F)(F)F)cc2)[C@@H](C)CN([C@H](C)CO)C(=O)c2cc(NS(=O)(=O)c3ccccc3)ccc2O1	30
C[C@@H]1CN([C@H](C)CO)C(=O)c2cc(NS(=O)(=O)c3ccc(F)cc3)ccc2O[C@H]1CN(C)C(=O)Nc1ccc(C(F)(F)F)cc1	4
COc1ccc(N(C(C)C(=O)Nc2ccc(Cl)cc2)S(C)(=O)=O)cc1 (stereo unspecified)	-12
COc1ccc(OC(=O)N(C)C[C@H]2OCc3cn(nn3)CCCC(=O)N([C@H](C)CO)C[C@@H]2C)cc1	2
CCn1c(=O)cc(O)c2ccccc21	8
O=C(O)CN1N=C(c2ccc(Cl)cc2)CCC1=O	14

This is a subset, so the mix of outcomes need not match the whole.
